Giardia FBPA inh = qHTS Assay for Inhibitors of Fructose-1,6-bisphosphate Aldolase from Giardia Lamblia | purified Giardia FBPA | Potency, µM (top dose mostly 59.6 µM), inactives show at the top dose activity, negative = inhibition, hits mostly inhibitors | 290,000 tested, 0.71% active; also: potency is read from the fitted curve at half-maximal effect; nearly all actives have a fitted effect of over 55% in size
Target sequence (A8B2U2 whole entry, looked up): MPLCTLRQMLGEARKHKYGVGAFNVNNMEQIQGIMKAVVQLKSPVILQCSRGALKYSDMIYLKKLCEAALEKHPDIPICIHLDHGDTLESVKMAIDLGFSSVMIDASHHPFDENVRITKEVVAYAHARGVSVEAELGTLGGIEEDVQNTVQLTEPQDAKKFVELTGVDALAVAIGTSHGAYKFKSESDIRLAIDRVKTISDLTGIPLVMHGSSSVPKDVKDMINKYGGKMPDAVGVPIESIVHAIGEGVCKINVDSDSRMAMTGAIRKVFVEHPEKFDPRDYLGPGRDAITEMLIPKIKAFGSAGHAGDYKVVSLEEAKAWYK
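40 nM FBPA preincubated 10 min at RT with compound (up to 57.5 uM final), then substrate plus GAPDH/TPI/NAD/arsenate coupling and diaphorase/resazurin added. Fluorescence read after 20 min at RT, 525/598 nm.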
HCV inhibitor = qHTS Assay for Inhibitors of Hepatitis C Virus (HCV); Huh7.5.1 HCVcc-Cre infection, luciferase reporter, 44 h; Potency, µM (series often up to 41.8 µM), without a hit: at the top dose activity change, negative = inhibition, actives largely listed as inhibitors; 340,000 tested, 3.4% active; AID 651820, 2012; also: potency is read from the fitted curve at half-maximal effect
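Cells seeded at 1,000/well and cultured 4 h, then compounds added followed by HCVcc-Cre virus (~0.5 moi). After 44 h further culture, luciferase substrate was added, plates held 15 min at room temperature, and luminescence read for 15 sec.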
Sm TGR block = qHTS Assay for the Inhibitors of Schistosoma Mansoni Peroxiredoxins; purified TGR, DTNB reduction, TNB absorbance 405 nm; AID 485364, 2010; Schistosoma mansoni thioredoxin glutathione reductase (TGR), Q962Y6; Potency, µM (highest dose often 114 µM), for the others: at the highest dose activity change, negative = inhibition, usual class: inhibitors; 360,000 tested, 3% active; also: potency is read from the fitted curve at half-maximal effect; nearly all actives have a fitted effect of over 60% in size
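TGR 20 nM + NADPH 100 uM (dispensed conc.), cpd preinc 15 min RT; start with NADPH (500 uM addition) then DTNB (15 mM addition). Kinetic TNB absorbance, 405 nm filter. Four-parameter Hill fit across titration.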
HCMV inh = qHTS Assay for inhibitors of the human cytomegalovirus (HCMV); HFF cells, HCMV-luciferase reporter, 72 h; active compounds read low; activity change, negative = inhibition, % at 57.5 µM; 410,000 tested, 4.5% active; in the data active = activity change below about -60%; inconclusive = no clear call, values can overlap the other calls; inactive = above about -39%
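Cell-based, HFFs, 1000 cells/well, 16 h 37C; cpds in DMSO + HCMV-luc, MOI 1 PFU/cell; 72 h 37C; OneGlo luminescence after 5 min RT; norm. to buffer vs Salinomycin 10uM.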
AmpC detergent = qHTS Inhibitors of AmpC Beta-Lactamase (assay with detergent); P00811; 370,000 tested, 0.041% active; AmpC hydrolysis of nitrocefin, absorbance 480 nm, 0.01% Triton; Potency, µM (series often up to 114 µM), inactives show at the highest dose activity change, negative = inhibition, usual class: inhibitors;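 also: potency is read from the fitted curve at half-maximal effect; 0% = no-compound wells and -100% = no-enzyme wells; nearly all actives have a fitted effect of over 25% in size; some results filed as inactive show a strong effect at the top dose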
Target sequence (P00811 whole entry, looked up): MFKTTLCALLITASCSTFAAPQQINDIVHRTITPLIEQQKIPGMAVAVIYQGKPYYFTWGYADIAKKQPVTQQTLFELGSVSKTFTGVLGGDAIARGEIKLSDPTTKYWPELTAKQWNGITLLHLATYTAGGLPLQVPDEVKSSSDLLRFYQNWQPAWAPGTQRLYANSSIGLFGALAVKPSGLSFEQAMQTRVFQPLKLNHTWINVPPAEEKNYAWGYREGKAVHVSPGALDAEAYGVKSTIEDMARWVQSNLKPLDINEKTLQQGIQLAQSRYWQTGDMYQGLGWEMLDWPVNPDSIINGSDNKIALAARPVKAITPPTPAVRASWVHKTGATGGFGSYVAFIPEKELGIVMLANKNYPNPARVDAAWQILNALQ
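AmpC (5.3 nM in the dispensed reagent) in 20 mM phosphate pH 7.0 with 0.01% (detergent screen) or 0.0001% Triton X-100 was preincubated with compounds for 15 min at room temperature. Nitrocefin was then added from an 800 uM solution, and hydrolysis was followed at 480 nm.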
AMA1-RON2 inh = qHTS for Inhibitors of AMA1-RON; Towards Development of Antimalarial Drug Lead: Primary Screen | AlphaScreen AMA1-biotinylated RON2 peptide binding | Potency, µM (highest dose often 58.2 µM), without a hit: at the top dose activity change, negative = inhibition, usual class: inhibitors | 360,000 tested, 0.2% active;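 also: potency is read from the fitted curve at half-maximal effect; 0% = vehicle wells and -100% = peptide control; nearly all actives have a fitted effect of over 45% in size; some results filed as inactive show a strong effect at the top dose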
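AMA1 (3D7) with his tag at 25 nM final met compounds first, then biotinylated RON2 peptide at 25 nM; detection used donor plus acceptor beads, 10 µg/mL apiece, read by AlphaScreen after 30 min at room temperature.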
* marks the source's active call; other numbers are inactive results; u = inconclusive; x = no result given; & = joins results of further samples; [ ] = dose if it differs, or a comment. Unless noted, calls follow the shape of the dose curve; as a rule, active = well fitted curve in the direction sought with a large enough effect; inconclusive = small, poorly fitted or top-dose-only effect, or another doubt; inactive = no such curve, though single readings can be large; an effect the other way counts as inactive or inconclusive. Unless noted, % is scaled to controls: 0 for no effect and ±100 for the full control effect. Hits appear at their usual frequency (roughly 9.3% active in at least one column).

compound	Giardia FBPA inh	HCV inhibitor	Sm TGR block	HCMV inh	AmpC detergent	AMA1-RON2 inh
COc1cc(CCC(=O)OCC(=O)Nc2nc(C)c(Cl)cc2Cl)cc(OC)c1OC	4%	-6%	-16%	-32	-9%	-3%
O=C(Nc1nc2cc3c(cc2s1)OCO3)C1CCCCC1	x	u	1%	76	-4%	-5%
CC(C)(C)c1ccc(C(=O)NNC(=O)C2CCCCC2)cc1	2%	23%	-15%	16	-14%	64%[activator]
CCOc1cc(C)ccc1OCc1nnc(SCC(=O)c2cccc([N+](=O)[O-])c2)n1CC	2%	u	-2%	-3	0%	33%[activator]
COc1ccccc1OCC(=O)Nc1cc(C)ccc1NC(=O)c1ccco1	x	17%	-16%	1	-1%	-5%
Cc1ccc(Cn2nnc3c(=O)[nH]c(C4CCN(C(=O)Cc5ccccc5F)CC4)nc32)cc1	x	x	0%	-35	3%	x
Cc1cc(C(=O)NCc2ccco2)c2ccccc2n1	7%	11%	44%[activator]	38	1%	-3%
CCOc1ccc(/C=C/C2=NNC(=O)CC2)cc1	1%	6%	x	-4	4%	16%
Cc1nnsc1C(=O)Nc1ccc(S(=O)(=O)N2CCCCC2)cc1	1%	u	-12%	-6	-14%	7%
Cc1ccc(S(=O)(=O)Nc2cc(Cl)c3oc4c(c3c2)C(=O)CC(C)(C)C4)cc1	x	x	u	18	-3%	x
N#CC1=C(N)C(C#N)(C#N)C(c2ccc[nH]2)C2CCCC=C12 (stereo not given)	u	-3%	16µM*	-26	-13%	24%
COc1ccc(CN/C(C)=C(/C#N)C(N)=O)cc1OC	-6%	19%	2%	-12	u	3%
COc1ccccc1OCc1ccc(C(=O)Nc2cc(OC)c(OC)c(OC)c2)o1	13%	u	12%	4	-11%	-3%
Cc1cc(NC(=O)CSc2nc(-c3ccc(F)cc3)cs2)no1	1%	u	0%	22	u	10%
COc1ccccc1-c1ccc(=O)n(CC(=O)Nc2ccc(C(=O)N3CCCC3)cc2)n1	1%	-6%	3%	19	-15%	-3%
O=S1(=O)c2ccccc2N(Cc2ccc(F)cc2)c2ccccc21	x	x	2%	-19	1%	x
Cc1ccc(Nc2nc(N)nc(CCl)n2)cc1	-10%	-81%	11µM*	-108*	5%	16%
CC(=O)Nc1sc(C)c(C)c1C(=O)OCC(=O)Nc1cccc(C)c1	x	u	x	-2	x	-5%
CC(C)(C)N(Cc1ccccc1)C(=O)COC(=O)CCc1c[nH]c2ccccc12	-6%	12%	-22%	-15	-9%	-13%
O=C(Nc1ccc(Cl)c(-c2nc3ccccc3[nH]2)c1)c1cccnc1	-10%	-12%	-15%	47	u	34%[activator]
COc1cc(OC)cc(C(=O)Nc2nc3ccc(S(C)(=O)=O)cc3s2)c1	0%	-21%	-2%	37	0%	8%
O=S(=O)(NCCC1CC1(Cl)Cl)c1ccc(Cl)cc1 (stereo not given)	-7%	2%	3%	-14	2%	21%
CC(=O)Oc1ccccc1C(=O)Nc1ccccc1C(=O)N1CCCC1	5%	12%	-13%	2	u	8%
O=C(Nc1ccccc1N1CCCC1)c1ccc([N+](=O)[O-])cc1Cl	-3%	u	4%	u	-14%	0%
CCC(=O)N1CCc2cc(S(=O)(=O)CCC(=O)NCc3ccccc3OC)ccc21	x	10%	-12%&7%	-13&-20	-3%&1%	3%
CCn1c(=O)c(C(=O)NCCc2ccccc2)c(O)c2ccccc21	-23%	-16%	12%	0	1%	66%[activator]
CCN(C(=O)COC(=O)c1oc2ccccc2c1C)c1c(N)n(Cc2ccccc2)c(=O)[nH]c1=O	x	-27%	2%	-7	u	-1%
S=c1[nH]nc(-c2ccccn2)n1/N=C/c1ccc(Cl)cc1	u	-2%	4%	28	3%	10%
CCOc1ccc(C(=O)Nc2cc(-c3nc4cc(OC)ccc4o3)ccc2C)cc1[N+](=O)[O-]	x	x	5%	97	2%	x
Cc1ccc(-c2cc(-c3ccc(C)cc3)[n+](-c3ccc(C(=O)O)cc3)c(-c3ccc(C)cc3)c2)cc1	x	41%[activator]	1%	7	u	14%
COc1cc(NC(=O)c2ccc3c(c2)C(=O)N(CCC(C)C)C3=O)c(C(=O)O)cc1OC	12%	15%	7%	-39	-3%	-1%
O=C1NCCN(Cc2ccc(Cl)c(F)c2)C1CC(=O)N1CCCO1 (stereo not given)	-15%	2%	u	15	2%	0%
O=C(CNC(=O)c1ccc(Br)o1)NNC(=O)c1n[nH]c(=O)c2ccccc12	x	-13%	-2%	-16	13%	27%
CCCCNC(=O)C1CC(c2ccccc2[N+](=O)[O-])=NO1 (stereo not given)	2%	-6%	3%	53	u	2%
CCOC(=O)c1csc(NC(=O)c2ccc(S(=O)(=O)N3CCCC3)cc2)n1	-2%	-8%	-14%[11.4 µM]	75	-10%	36%[activator]
O=C(c1cccs1)c1coc2ccc(O)cc12	3%	-22%	7%	66	u	1%
CCC1=NN(C(=O)Cc2ccc(OC)c(OC)c2)C(O)(C(F)(F)F)C1 (stereo not given)	4%	-3%	4%	-5	-9%	18%
CC(C)[C@H](NC(=O)OC(C)(C)C)c1nnc(SCc2cccc(F)c2)o1	-1%	2%	-8%	-10	-16%	-6%
COC(=O)c1sc2nc(CSc3ccc(Br)cc3)[nH]c(=O)c2c1C	-3%	-16%	3%	22	5%	12%
Cc1ccc(S(=O)(=O)CCNC(=O)Cc2ccccc2)cc1	2%	-8%	0%	1	-13%	11%
COc1ccccc1OCC(=O)Nc1ccc(Cl)cc1C(=O)c1ccccc1	0%	15%	1%	35	u	1%
COc1ccc(NC(=O)NCCN2CCN(c3cccc(Cl)c3)CC2)cc1	0%	-16%	-2%	-7	-8%	-3%
N#C/C(=C\c1cc(O)c(O)c(O)c1)C(N)=O	5µM*	17%	13µM*	40	-10%	u
NC(=O)c1ccc(N2CCCCC2)c(N2C(=O)C3CC=CCC3C2=O)c1 (stereo not given)	0%	8%	0%	36	0%	3%
N=c1c2c(ncn1Cc1ccco1)Oc1ccc3ccccc3c1C2c1ccccc1 (stereo not given)	2%	u	-9%	30	u	-24%
CC(C)c1ccc(/C=C2\SC(=O)N(CC(=O)NC3CCS(=O)(=O)C3)C2=O)cc1 (stereo not given)	x	u	0%	10	-2%	-6%
COc1ccc(-n2cc(CN3CCCC3)c(-c3cccc(F)c3)n2)cc1	1%	-16%	0%	u	-6%	10%
Clc1cc(Cl)c(-c2cc(Cl)c(Cl)cc2Cl)cc1Cl	x	-9%	-7%	-21	3%	0%
O=C(NCC1CCCO1)c1ccccc1-c1nc(-c2ccc(F)cc2)no1 (stereo not given)	5%	-12%	1%	38	1%	1%
COc1ccc(/C=N/Nc2ccc(C(F)(F)F)cc2[N+](=O)[O-])cc1O	2%	u	8%	15	0%	5%
COc1ccc(NC(=O)C(c2ccccc2)N2Cc3ccccc3C2=O)cc1 (stereo not given)	x	x	7%	-2	-3%	x
CCC(NC(=O)Cn1cnc2c(=O)n(C)c(=O)n(C)c21)c1ccccc1 (stereo not given)	0%	0%	-1%	-4	-5%	-8%
CC(=O)c1ccc(NC(=O)CSc2nccn2C)cc1	1%	27%	19%	48	1%	1%
CCOC(=O)c1c(C)[nH]c(C)c1C(=O)COC(=O)[C@@H](NC(=O)c1ccccc1OCC)C(C)C	3%	u	-7%	4	u	12%
Clc1ccc(-c2nnc(-c3ccc4ccccc4c3)o2)cc1	x	u	x	2	x	4%
COc1ccc(C(=O)c2sc(Nc3ccccc3)c(C(=O)Nc3ccc(OC)c(OC)c3)c2N)cc1	-11%	-2%	0%	-4	-8%	-7%
Cc1cc(C)n2nc(C(=O)OCC(=O)N(CC(C)C)C3CCS(=O)(=O)C3)nc2n1 (stereo not given)	x	12%	x	0	x	0%
Cc1cccc(-n2nc3c(c2NC(=O)c2ccco2)CS(=O)(=O)C3)c1C	-2%	5%	u	26	3%	-2%
COc1ccc(N2CCN(C(=O)NCc3ccc(OC)c(OC)c3)CC2)cc1	3%	7%	-6%	-68*	u	-23%
O=S(=O)(c1ccc(Cl)cc1)N1CCN(Cc2ccc(O)c3ncccc23)CC1	4%	u	u	-98*	-5%	-50%

Entries of single compounds, quoted from the list. Order of screens: Giardia FBPA inh	HCV inhibitor	Sm TGR block	HCMV inh	AmpC detergent	AMA1-RON2 inh
`Cc1ccc(S(=O)(=O)Nc2cc(Cl)c3oc4c(c3c2)C(=O)CC(C)(C)C4)cc1` as listed: x	x	u	18	-3%	x
`COc1ccccc1OCc1ccc(C(=O)Nc2cc(OC)c(OC)c(OC)c2)o1` as listed: 13%	u	12%	4	-11%	-3%
`CCC(=O)N1CCc2cc(S(=O)(=O)CCC(=O)NCc3ccccc3OC)ccc21` as listed: x	10%	-12%&7%	-13&-20	-3%&1%	3%

Next section.
compound	Giardia FBPA inh	HCV inhibitor	Sm TGR block	HCMV inh	AmpC detergent	AMA1-RON2 inh
Cc1cc(C)c2ccc(Cl)cc2n1	-16%	11%	-4%	7	-1%	15%
COc1ccc2cc3cc(C(=O)N(C)C4CCCCC4)oc3nc2c1	x	u	-7%	x	3%	4%
CCCOc1ccc(-c2nonc2NC(=O)COc2ccc(C)cc2)cc1OCCC	x	x	11%	7	9%	x
COC(=O)C(C#N)C(c1cccnc1)c1c(C)[nH][nH]c1=O (stereo not given)	-5%	0%	-8%	-2	-8%	-1%
CN1/C(=C\C=C2\N=C(c3ccc(F)cc3)OC2=O)C(C)(C)c2ccccc21	-25%	-17%	-1%	-27	2%	-18%
O=C(Cc1ccccc1)NCc1ccc(-n2cccc2)cc1	13%	u	-1%	12	1%	-6%
O=P1(N(CCCl)CCCl)NCCCO1 (stereo not given)	u	u	-7%	21	-8%	92%[activator]
O=C(O)CCCCCn1c(SCC(=O)Nc2ccc(F)cc2)nc2ccsc2c1=O	23%	0%	8%	7	5%	-1%
COc1ccc(C(=O)NC2CCN(S(=O)(=O)c3ccccc3F)CC2)cc1	8%	-14%	-4%	4	-3%	-2%
COc1cc(OC)cc(-c2nc(-c3ccccc3OC)no2)c1	4%	u	-11%	19	-2%	5%
Cc1ccc(C(=O)Nc2ccc(N3CCCC3)cc2)cc1	-5%	-25%	0%	-7	-8%	-2%
CCOc1ccc(CN(CCc2ccc3c(c2)OCO3)Cc2ccc(CC)cc2)cc1	x	x	5%	-17	14%	x
Cc1cccc(OCC(=O)NNC(=O)Nc2cccc(Cl)c2)c1C	12%	12%	-22%	-10	3%	-13%
Cc1cccc(-c2nc(C#N)c(NCc3ccco3)o2)c1	-8%	-10%	-9%	59	9%	-5%

High-throughput results as filed in PubChem.
